Screens: PubChem BioAssay, National Center for Advancing Translational Sciences (NCATS)
TSG101-PTAP inh = blocks PTAP/TSG101 interaction to inhibit HIV-1 budding | AID 493005 | Fluorescence polarization, FITC-PTAP peptide / Tsg101 binding | 340,000 tested, under 10 active | Q99816 | Potency, µM (highest dose often 115 µM), for inactives: at the top dose activity change, negative = inhibition, most hits filed as inhibitors; active = well fitted inhibition curve with a large enough effect in the main read-out, with a control signal flat, not every such curve was filed as active; inconclusive = small, poorly fitted or top-dose-only effect, or effect the other way, or a change in a side signal; inactive = no such curve, though single readings can be large or run the other way; also: potency is read from the fitted curve at half-maximal effect; % of control where 0% means no effect
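FP read-out: FITC-PTAP peptide, 50 nM final, binding Tsg101 binding domain, 10 uM final; 20 min, r.t.; 10 mM HEPES pH 7.5, 0.15 M NaCl, 0.01% Tween 20, 3 mM EDTA, 0.1 mM TCEP.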
ASM inhibitor = inhibitors of human secretory acid sphingomyelinase | placental ASM, HMU-PC fluorogenic substrate, 60 min | Potency, µM (series often up to 57.5 µM), without a hit: at the highest dose activity change, negative = inhibition, hits mostly inhibitors | 340,000 compounds, 0.006% hits | AID 504937; also: potency is read from the fitted curve at half-maximal effect
Target sequence (P17405 47-631 limits assumed): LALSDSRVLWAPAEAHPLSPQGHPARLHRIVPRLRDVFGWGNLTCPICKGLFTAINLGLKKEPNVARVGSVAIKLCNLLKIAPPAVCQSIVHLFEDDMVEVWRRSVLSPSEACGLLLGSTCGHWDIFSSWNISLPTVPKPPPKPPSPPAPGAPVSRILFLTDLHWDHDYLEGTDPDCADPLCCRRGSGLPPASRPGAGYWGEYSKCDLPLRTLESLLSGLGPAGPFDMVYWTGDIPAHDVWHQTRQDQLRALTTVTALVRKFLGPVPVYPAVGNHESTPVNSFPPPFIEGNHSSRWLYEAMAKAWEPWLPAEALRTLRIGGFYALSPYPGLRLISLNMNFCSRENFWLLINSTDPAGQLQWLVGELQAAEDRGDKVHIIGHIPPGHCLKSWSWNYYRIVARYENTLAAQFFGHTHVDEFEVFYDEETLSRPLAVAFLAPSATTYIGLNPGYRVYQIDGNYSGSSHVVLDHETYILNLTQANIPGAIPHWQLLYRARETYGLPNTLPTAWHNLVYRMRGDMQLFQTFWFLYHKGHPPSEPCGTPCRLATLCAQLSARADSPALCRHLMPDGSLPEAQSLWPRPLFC
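HMU-PC0 cleavage (9 uM final) by human placental ASM, 60 min at 37 °C following 10 min compound exposure at RT; stopped at pH 10, fluorescence Ex 386/Em 447 nm.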
B2AR arrestin = recruits beta-arrestin to the human beta2-adrenergic receptor; P07550; beta-arrestin recruitment to beta2AR, cell-based reporter; Potency, µM (doses to about 46.1 µM), for inactives: at the top dose activation, actives largely listed as activators; 330,000 compounds, 0.02% hits;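 also: potency is read from the fitted curve at half-maximal effect; 0% = DMSO controls and full agonism = EC100 isoproterenol or metaproterenol; nearly all actives have a fitted effect of over 65% in size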
Target sequence (P07550 whole entry, looked up): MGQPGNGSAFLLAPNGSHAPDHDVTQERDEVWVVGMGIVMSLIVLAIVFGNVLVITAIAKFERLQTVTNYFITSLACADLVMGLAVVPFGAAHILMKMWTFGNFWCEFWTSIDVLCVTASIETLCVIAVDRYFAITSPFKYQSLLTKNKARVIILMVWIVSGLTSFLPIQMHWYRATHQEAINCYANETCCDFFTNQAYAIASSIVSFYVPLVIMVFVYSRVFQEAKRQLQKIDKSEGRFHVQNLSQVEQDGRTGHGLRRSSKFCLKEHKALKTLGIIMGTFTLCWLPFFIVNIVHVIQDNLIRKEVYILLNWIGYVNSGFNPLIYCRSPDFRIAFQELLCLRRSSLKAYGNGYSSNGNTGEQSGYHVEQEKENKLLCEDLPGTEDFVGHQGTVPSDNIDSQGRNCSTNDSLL
Menin-MLL TR inh = displaces Texas Red mutant MLL peptide from human menin; Menin + Texas Red MLL mutant peptide, fluorescence polarization; AID 1768; Potency, µM (doses to about 61.6 µM), for inactives: at the highest dose FP activity change, negative = inhibition, usual class: inhibitors; 270,000 compounds, 0.23% hits; O00255; active = well fitted inhibition curve with a large enough effect in the polarisation, with a control signal flat, not every such curve was filed as active; inconclusive = small, poorly fitted or top-dose-only effect, or effect the other way, or a change in a side signal; inactive = no such curve, though single readings can be large or run the other way; the % refers to the polarisation; also: potency is read from the fitted curve at half-maximal effect; % of control where 0% means no effect; many of its hits are not listed in these tables
Giardia kill = kills Giardia lamblia | activity change, % at 7.66 µM, hits read low | AID 540267 | 340,000 compounds, 0.15% hits | Giardia lamblia trophozoite viability; in the data active = activity change below about -80%; inconclusive = between about -30% and that limit;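 also: parasites exposed to compound for two days anaerobically before the ATP read; % is scaled to controls: 0 for no effect and ±100 for the full control effect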
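Giardia lamblia trophozoites (100 cells/well) were incubated with compounds for 48 h at 37 deg C under anaerobic conditions. Viability was read as ATP content by one-step luminescence after 15-30 min at room temperature.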
Tb PFK inh = inhibitors of T. brucei phosphofructokinase; T. brucei PFK, ADP-Glo luminescence; O15648; Potency, µM (titrated, usually from 57.5 µM), for the others: top-dose activity, negative = inhibition, most hits filed as inhibitors; 330,000 compounds, 0.17% hits;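 also: potency is read from the fitted curve at half-maximal effect; 0% = uninhibited 1x PFK enzyme wells and -100% = no-enzyme wells; nearly all actives have a fitted effect of over 60% in size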
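Activity is normalized to no-enzyme wells (full inhibition) and 1.25 nM enzyme wells (no inhibition). Reaction: 0.5 mM F6P, 0.1 mM ATP, 45 min RT, ADP-Glo luminescence; concentration-response curves fitted and classed by quality.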
a7 integrin act = activators of alpha7 integrin expression for muscular dystrophy; alpha7betagal myoblasts, beta-gal FDG fluorescence, 48 h; Potency, µM (top dose mostly 38.3 µM), inactives show top-dose activation, hits mostly activators; 350,000 compounds, 0.064% hits;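 also: potency is read from the fitted curve at half-maximal effect; 100% = response of the positive control SU9516; nearly all actives have a fitted effect of over 60% in size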
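Alpha7betagal+/- myoblasts (passage 13) were plated 16-24 hr, then exposed to compounds (1:260 dilution of DMSO stock) for 48 hours at 37C. After MPER lysis, β-galactosidase reporter activity was read as FDG fluorescence (ex 480/em 540) after 30 minutes.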
PKM2 activator = activators of human pyruvate kinase M2. P14618. purified PKM2, Kinase-Glo ATP luminescence, activation; response scale: 0% is enzyme alone, no compound. Potency, µM (titrated, usually from 57.5 µM), for the others: at the highest dose activation, usual class: activators. 260,000 compounds, 0.34% hits. AID 1631; also: potency is read from the fitted curve at half-maximal effect; % is scaled to controls: 0 for no effect and ±100 for the full control effect; nearly all actives have a fitted effect of over 55% in size
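Purified hPK-M2 (>95%) run at intermediate activity with 0.1 mM ADP and 0.5 mM PEP in 50 mM imidazole pH 7.2, KCl, MgCl2; 1 h room temperature. ATP formed read by Kinase-Glo luminescence; normalized to uninhibited and no-enzyme controls.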
GALK inhibitor = galactokinase (human) inhibition. 270,000 compounds, 0.007% hits. Purified GALK, Kinase-Glo residual ATP luminescence. AID 1868. Potency, µM (highest dose often 57.5 µM), for inactives: top-dose activity change, negative = inhibition, hits mostly inhibitors; also: potency is read from the fitted curve at half-maximal effect; % is scaled to controls: 0 for no effect and ±100 for the full control effect
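5 nM enzyme, 35 uM ATP, 100 uM galactose, 20 mM HEPES pH8.0, 5 mM MgCl2; 1 h RT; residual ATP by Kinase-Glo Plus luminescence, qHTS format.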
Chronic BCR inh = chronic active BCR signaling inhibition; ABC-DLBCL IkBa-CBG/CBR reporter, luminescence ratio, 4 h; AID 493014; 340,000 compounds, 0.05% hits; Potency, µM (titrated, usually from 46.1 µM), for inactives: at the top dose ratio change, negative = lower green/red ratio, hits mostly inhibitors; active = well fitted inhibition curve with a large enough effect in the signal ratio, with a control signal flat, not every such curve was filed as active; inconclusive = small, poorly fitted or top-dose-only effect, or effect the other way, or a change in a side signal; the % refers to the signal ratio;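 also: potency is read from the fitted curve at half-maximal effect; plate controls were basal doxycycline-induced cells for no effect and cells given 10 µM MG132 for full effect; MG132 reads +100%, hits lower the ratio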
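Cell line TMD8 (human ABC DLBCL), stably expressing tet-inducible CBG68-IkBa fusion and CBR; IMDM/0.5% FBS; cpd up to 46 uM; dox induction, 4 h, 37C/5% CO2; dual luminescence; green/red ratio; MG132 control.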
FBPA coupling cs = inhibits coupling enzyme system, counter-screen for aldolase hits; coupling enzyme system counterscreen, AmpLite Red fluorescence; activity change, negative = inhibition, % at 58.2 µM, hits read low; 290,000 compounds, 0.67% hits; in the data active = activity change below about -30%; also: % is scaled to controls: 0 for no effect and ±100 for the full control effect
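Activity here indicates interference with the coupling reaction, not aldolase inhibition. Compounds at 57.5 uM final met coupling enzymes for 10 min at RT; substrate and AmpLite Red detection followed, with a 525/598 nm fluorescence read after 20 min.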
* marks the source's active call; other numbers are inactive results; [ ] = dose if it differs, or a comment. Unless noted, calls follow the shape of the dose curve; as a rule, active = well fitted curve in the direction sought with a large enough effect; inconclusive = small, poorly fitted or top-dose-only effect, or another doubt; inactive = no such curve, though single readings can be large; an effect the other way counts as inactive or inconclusive. Some of the compounds tested; the hit share may differ from the screen's.

How did CCOc1ccc(NC(=O)c2ccccc2NC(=O)CNC2CCCC(C)C2C)cc1 (stereo unspecified) do in these assays?
TSG101-PTAP inh: -2.4%; ASM inhibitor: -0.9%; B2AR arrestin: -4.1%; Giardia kill: 53.4[activator]; Tb PFK inh: 1.3%; a7 integrin act: -5.2%; Chronic BCR inh: -1.8%

What do the screens show for `O=C(Nc1cccc(C(F)(F)F)c1)C1CCN(S(=O)(=O)c2cnc[nH]2)CC1`?
TSG101-PTAP inh: -0.5%; ASM inhibitor: -0.5%; B2AR arrestin: -0.2%; Menin-MLL TR inh: 19.9%; Giardia kill: 8.5; Tb PFK inh: -0.1%; a7 integrin act: 21.3%; PKM2 activator: -13.6%; GALK inhibitor: 0.2%; Chronic BCR inh: 7.8%; FBPA coupling cs: 0.0

What do the screens show for `CCOc1ccc(/C=C/C(=O)NCc2ccccc2)cc1`?
TSG101-PTAP inh: -4.8%; ASM inhibitor: -0.8%; B2AR arrestin: -0.9%; Menin-MLL TR inh: 4.4%; Giardia kill: -8.5; Tb PFK inh: -7.3%; a7 integrin act: 3.2%; PKM2 activator: -8.2%; GALK inhibitor: 2.3%; Chronic BCR inh: -6.5%; FBPA coupling cs: 6.4

Results for CCCC(=O)NC(NC(=S)Nc1ccc(N=Nc2ccccc2)cc1)C(Cl)(Cl)Cl (stereo unspecified) ?
TSG101-PTAP inh: -2.9%; B2AR arrestin: -0.5%; Menin-MLL TR inh: inconclusive; Giardia kill: 2.3; Tb PFK inh: 8.3%; a7 integrin act: -56.7%[inhibitor]; PKM2 activator: -5.2%; GALK inhibitor: -1.9%; Chronic BCR inh: -3.0%; FBPA coupling cs: -1.4

How did COc1cc(C2c3c(oc4ccccc4c3=O)C(=O)N2Cc2ccco2)ccc1O (stereo unspecified) do in these assays?
TSG101-PTAP inh: -7.0%; ASM inhibitor: -0.3%; B2AR arrestin: -0.4%; Menin-MLL TR inh: 7.2%; Giardia kill: 2.5; Tb PFK inh: 1.1%; a7 integrin act: 1.9%; PKM2 activator: 1.5%; GALK inhibitor: -0.9%; Chronic BCR inh: -0.1%; FBPA coupling cs: 4.4

What do the screens show for `O=C(CN1CCc2ccccc2C1)Nc1ccc(Br)cc1`?
TSG101-PTAP inh: -6.4%; ASM inhibitor: -0.4%; B2AR arrestin: 0.1%; Menin-MLL TR inh: 1.6%; Giardia kill: 4.4; Tb PFK inh: -2.3%; a7 integrin act: 3.5%; PKM2 activator: 1.7%; GALK inhibitor: -0.1%; Chronic BCR inh: -7.0%; FBPA coupling cs: 1.7

What do the screens show for `COc1ccccc1C(=O)Nc1ccnn1C1CCN(CCC(C)c2ccc(C)o2)CC1` (stereo unspecified)?
TSG101-PTAP inh: -3.9%; ASM inhibitor: 3.3%; B2AR arrestin: 0.5%; Menin-MLL TR inh: -6.7%; Giardia kill: 0.2; Tb PFK inh: -7.7%; a7 integrin act: 10.5%; PKM2 activator: 5.6%; GALK inhibitor: -7.2%; Chronic BCR inh: 2.7%; FBPA coupling cs: 1.0

Results for CCC1CN(C(=O)NCc2ccc(C)cc2)c2ccccc2O1 (stereo unspecified) ?
TSG101-PTAP inh: -3.6%; ASM inhibitor: -1.9%; B2AR arrestin: -0.4%; Menin-MLL TR inh: -15.5%; Giardia kill: -21.1; Tb PFK inh: -0.8%; a7 integrin act: inconclusive; GALK inhibitor: 1.0%; Chronic BCR inh: -0.7%; FBPA coupling cs: -0.3

Results for CCCn1c(N)c(C(=O)CSc2nnc(-c3cccnc3)n2-c2ccc(C)cc2C)c(=O)[nH]c1=O ?
TSG101-PTAP inh: -1.7%; ASM inhibitor: 1.9%; B2AR arrestin: -0.5%; Menin-MLL TR inh: -12.4%; Giardia kill: 15.3; Tb PFK inh: 3.8%; a7 integrin act: -10.5%; PKM2 activator: 3.4%; GALK inhibitor: -3.4%; Chronic BCR inh: -2.0%; FBPA coupling cs: 0.6

Results for CCCCCCCC1CC(=O)C=C(C)C1C(=O)OCC (stereo unspecified) ?
TSG101-PTAP inh: -0.9%; ASM inhibitor: -2.3%; B2AR arrestin: -0.4%; Giardia kill: inconclusive; Tb PFK inh: -9.1%; a7 integrin act: -7.1%; PKM2 activator: -7.3%; GALK inhibitor: -0.9%; Chronic BCR inh: 18.3%; FBPA coupling cs: 3.3

Results for COc1ccc(S(=O)(=O)N(CC(=O)NCc2ccco2)c2ccccc2OC)cc1 ?
TSG101-PTAP inh: -0.9%; ASM inhibitor: -1.8%; B2AR arrestin: 0.4%; Menin-MLL TR inh: 11.8%; Giardia kill: -5.5; Tb PFK inh: inconclusive; a7 integrin act: 0.0%; PKM2 activator: 6.2%; GALK inhibitor: -2.0%; Chronic BCR inh: 12.8%; FBPA coupling cs: 2.6

What do the screens show for `O=C(CCCC(=O)N(c1cccc(F)c1)C(C(=O)NC1CCCC1)c1ccc(O)cc1)Nc1ccccn1` (stereo unspecified)?
TSG101-PTAP inh: 0.4%; ASM inhibitor: 4.8%; B2AR arrestin: -0.1%; Menin-MLL TR inh: -1.7%; Giardia kill: 3.9; Tb PFK inh: 4.0%; a7 integrin act: 3.8%; PKM2 activator: -2.6%; GALK inhibitor: 0.5%; Chronic BCR inh: 3.3%; FBPA coupling cs: 0.5

Results for CCOC(=O)c1sc(N)c(C#N)c1CSc1nc2ccc(C)cc2[nH]1 ?
TSG101-PTAP inh: 1.6%; ASM inhibitor: -5.4%; Menin-MLL TR inh: 24.8%; Giardia kill: -14.9; a7 integrin act: -0.6%; PKM2 activator: -2.8%; GALK inhibitor: -1.2%; FBPA coupling cs: 1.0

Results for O=C(CCC(=O)N(CC(=O)NC1CCCCC1)c1ccc(F)cc1)Nc1nccs1 ?
TSG101-PTAP inh: -2.1%; ASM inhibitor: -1.2%; B2AR arrestin: -0.2%; Menin-MLL TR inh: -0.2%; Giardia kill: -27.0; Tb PFK inh: 1.2%; a7 integrin act: 5.4%; PKM2 activator: 2.1%; GALK inhibitor: -2.0%; Chronic BCR inh: inconclusive; FBPA coupling cs: 0.7

What do the screens show for `CC1=Nn2c(nc(-c3ccccc3)c2-c2ccccc2)N(CC(N)=O)C(=O)C1`?
TSG101-PTAP inh: -2.9%; ASM inhibitor: -1.6%; B2AR arrestin: -0.8%; Menin-MLL TR inh: -6.4%; Giardia kill: -3.2; Tb PFK inh: -3.2%; a7 integrin act: 14.4%; PKM2 activator: -5.2%; GALK inhibitor: -0.2%; Chronic BCR inh: 1.4%; FBPA coupling cs: 3.9

What do the screens show for `CN(Cc1nc2ccccc2s1)C(=O)c1ccc(F)cc1`?
TSG101-PTAP inh: -2.7%; ASM inhibitor: 4.8%; B2AR arrestin: -0.2%; Menin-MLL TR inh: 6.4%; Giardia kill: 8.1; Tb PFK inh: 3.5%; a7 integrin act: -9.5%; PKM2 activator: -3.9%; GALK inhibitor: -2.6%; Chronic BCR inh: 3.6%; FBPA coupling cs: 0.6

What do the screens show for `Cc1ccc([N+](=O)[O-])cc1S(=O)(=O)Nc1ccc(-c2ccc(N3CCCC3)nn2)cc1`?
TSG101-PTAP inh: 2.1%; ASM inhibitor: -11.3%; B2AR arrestin: 0.6%; Giardia kill: -24.0; Tb PFK inh: 4.5%; a7 integrin act: 1.6%; Chronic BCR inh: 6.8%

What do the screens show for `CCn1c(=O)cc(OCC(=O)N(C)c2ccccc2F)c2ccccc21`?
TSG101-PTAP inh: 0.4%; ASM inhibitor: -0.3%; B2AR arrestin: 0.3%; Menin-MLL TR inh: -16.1%; Giardia kill: 2.9; Tb PFK inh: -3.0%; a7 integrin act: 0.0%; PKM2 activator: -0.5%; GALK inhibitor: 1.5%; Chronic BCR inh: 12.7%; FBPA coupling cs: 2.4

Results for CC1CCN(S(=O)(=O)N2CCC(C(=O)NCCc3ccccc3)CC2)CC1 ?
TSG101-PTAP inh: -2.8%; ASM inhibitor: -0.3%; B2AR arrestin: 0.4%; Menin-MLL TR inh: -22.4%; Giardia kill: -21.9; Tb PFK inh: -1.5%; a7 integrin act: inconclusive; PKM2 activator: -0.8%; GALK inhibitor: 1.4%; Chronic BCR inh: -0.7%; FBPA coupling cs: -4.8

Results for Cc1ccc2c(c1)c1ncnc(N3CCc4ccccc4C3)c1n2C ?
TSG101-PTAP inh: 1.1%; ASM inhibitor: 248.4%[activator]; B2AR arrestin: 0.0%; Menin-MLL TR inh: -27.1%; Giardia kill: -3.5; Tb PFK inh: 6.8%; a7 integrin act: -13.6%; PKM2 activator: 5.7%; GALK inhibitor: -0.5%; Chronic BCR inh: inconclusive; FBPA coupling cs: -1.9

Results for COC(=O)c1ccc(Cc2ccc(C(=O)OC)o2)o1 ?
TSG101-PTAP inh: -6.4%; ASM inhibitor: 5.2%; B2AR arrestin: -0.1%; Menin-MLL TR inh: -1.6%; Giardia kill: -14.5; Tb PFK inh: -1.7%; a7 integrin act: -9.5%; PKM2 activator: -1.7%; GALK inhibitor: 0.0%; Chronic BCR inh: -2.3%; FBPA coupling cs: 1.8
